Assay outcomes as filed in PubChem BioAssay.
GRP78 ERSR act – ER stress response induction in glioma | Potency, µM, for inactives: at the highest dose activation, actives largely listed as activators | U87-MG GRP78 promoter luciferase reporter, 16 h | 0.02% of 420,000 active; note: potency is the fitted concentration of half-maximal effect; series mostly up to about 76 µM; % of control where 0% means no effect; nearly all actives have a fitted effect of over 35% in size
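ERSR induction read as luciferase luminescence (Bright-Glo, 10 min at room temperature) in stably transfected human U87-MG glioma cells exposed to compounds for 16 h, using GRP78 as sensor.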
D2 ag – activates the human D2 dopamine receptor; activation, % at 2 µM; P14416; 0.53% of 340,000 active; HEK293 T-REx D2 cells, calcium flux agonist mode;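 active = activation over 3 SD above normal in the single-dose calcium agonist read, cut at about 30% in these data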; note: 0% is about no effect
Target sequence (P14416 whole entry, looked up): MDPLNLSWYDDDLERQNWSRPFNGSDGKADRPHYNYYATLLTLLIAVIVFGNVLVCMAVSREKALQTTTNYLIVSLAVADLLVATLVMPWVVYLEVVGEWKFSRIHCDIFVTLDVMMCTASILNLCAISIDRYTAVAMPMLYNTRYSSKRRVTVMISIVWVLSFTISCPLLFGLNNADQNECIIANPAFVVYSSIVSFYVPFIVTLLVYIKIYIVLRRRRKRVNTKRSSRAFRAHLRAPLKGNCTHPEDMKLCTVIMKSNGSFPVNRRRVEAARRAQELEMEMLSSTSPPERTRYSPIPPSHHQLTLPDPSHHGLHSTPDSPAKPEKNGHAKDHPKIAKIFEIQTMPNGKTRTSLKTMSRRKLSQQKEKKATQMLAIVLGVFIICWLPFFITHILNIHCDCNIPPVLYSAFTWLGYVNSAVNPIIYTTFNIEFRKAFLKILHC
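Agonism scored from kinetic calcium signal (1 read/sec, 180 s) following compound pin transfer, after a 10 s baseline. Cells: HEK293 Trex line expressing inducible D2 receptor coupled to calcium, dye-loaded after overnight culture at 30 C.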
Vif-A3F inh – inhibitors of Vif-A3F interaction; 0.2% of 390,000 active; Potency, µM (highest dose often 46.1 µM), for the others: at the top dose activity, negative = active; HeLa A3F-eYFP + Vif (tagged APOBEC3F with the HIV-1 protein that degrades it), YFP fluorescence increase; note: potency is the fitted concentration of half-maximal effect; % of control where 0% means no effect; nearly all actives have a fitted effect of over 65% in size
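HeLa cells stably expressing A3F-eYFP plus Vif, plated and incubated overnight at 37 deg C, then exposed to compounds overnight at 37 deg C. Blocked degradation read as raised yellow fluorescence (Ex 488/Em 500-530).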
RGS4 inhibitor – blocks human RGS4-accelerated GTP hydrolysis. P49798. Transcreener GDP fluorescence polarization, RGS4-accelerated GTP hydrolysis. Potency, µM (series often up to 114 µM), for inactives: top-dose activity change, negative = inhibition, usual class: inhibitors. 0.039% of 390,000 active; note: potency is the fitted concentration of half-maximal effect; % is set by controls: 0 for no effect and ±100 for the full control effect; nearly all actives have a fitted effect of over 75% in size; some results filed as inactive show a strong effect at the top dose
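MLSMR compounds (23 nl, pin-transferred) preincubated 10 min at room temperature with a 500nM (2x) first reagent, then RGS4 at 900nM (2x) plus Transcreener GDP mix added; fluorescence polarization (620/688 nm) read before and after 90 min at 30 °C.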
LDHA block – LDHA (human) enzyme inhibition; activity change, % (values are at about 110 or 230 µM); P00338; purified LDHA, NADH/diaphorase-resazurin fluorescence; stronger effect = lower value; 0.15% of 480,000 active; in the data active = activity change below about -30%; inconclusive = mostly about -25% to -30%;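 note: plate controls were DMSO wells for no effect and wells without enzyme for full effect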
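Enzyme activity of human lactate dehydrogenase 5 (2 nM; 0.06 mM NADH, 0.2 mM pyruvate, 5 min, RT) is measured via a resazurin/diaphorase fluorescence readout of residual NADH.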
ERG Ets-DNA blk – ERG Ets/DNA interaction inhibition; 0.028% of 370,000 active; P11308; fluorescence polarization, His-ERG Ets domain / labelled DNA; AID 624246; Potency, µM (highest dose often 76.9 µM), without a hit: at the top dose FP activity, negative = inhibition, usual class: inhibitors; active = well fitted inhibition curve with a large enough effect in the polarisation, with a control signal flat; inconclusive = small, poorly fitted or top-dose-only effect, or effect the other way, or a change in a side signal; inactive = no such curve, though single readings can be large or run the other way; the % refers to the polarisation;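 note: polarization taken with two DNA probes labelled with fluorescein and Texas red; potency is the fitted concentration of half-maximal effect; % of control where 0% means no effect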
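His-tagged ERG Ets domain (1 uM in the protein solution; 300mM KCl, 50mM Tris-HCl, 1mM EDTA, 1mM DTT, pH 7.5) received compound, then a probe mix of 5 nM fluorescein-DNA and 100nM Texas-615-DNA. Fluorescence polarization was read for both dyes.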
ALOX12 inh – inhibitors of human 12S-lipoxygenase ALOX12; AID 1671190; Potency, µM (doses to about 108 µM), without a hit: at the highest dose activity change, negative = inhibition, usual class: inhibitors; purified 12hLO, xylenol orange hydroperoxide absorbance; 1.1% of 580,000 active; note: potency is the fitted concentration of half-maximal effect; % is set by controls: 0 for no effect and ±100 for the full control effect
Target sequence (P18054 whole entry, looked up): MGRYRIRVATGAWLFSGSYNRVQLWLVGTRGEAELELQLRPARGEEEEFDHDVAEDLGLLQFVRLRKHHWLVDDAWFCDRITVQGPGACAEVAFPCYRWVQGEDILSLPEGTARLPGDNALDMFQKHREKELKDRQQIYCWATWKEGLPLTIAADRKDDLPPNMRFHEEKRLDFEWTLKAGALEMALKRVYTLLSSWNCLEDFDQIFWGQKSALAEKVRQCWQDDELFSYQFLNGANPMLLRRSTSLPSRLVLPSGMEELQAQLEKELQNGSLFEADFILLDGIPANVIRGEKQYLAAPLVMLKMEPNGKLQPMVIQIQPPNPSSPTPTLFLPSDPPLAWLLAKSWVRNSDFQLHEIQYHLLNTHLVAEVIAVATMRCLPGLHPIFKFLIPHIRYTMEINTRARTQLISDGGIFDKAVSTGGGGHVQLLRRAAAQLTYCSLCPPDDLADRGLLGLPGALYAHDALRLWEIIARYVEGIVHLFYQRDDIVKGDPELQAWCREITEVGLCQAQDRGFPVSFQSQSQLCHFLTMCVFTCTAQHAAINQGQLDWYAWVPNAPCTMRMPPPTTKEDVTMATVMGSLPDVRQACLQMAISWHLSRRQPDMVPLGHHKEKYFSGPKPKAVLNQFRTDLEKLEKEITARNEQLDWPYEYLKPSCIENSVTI
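Purified human 12hLO (150 nM final) in 25 mM Hepes, 0.01% Triton X-100, pH 7.0 was preincubated 15 min at room temperature with compound. Then 40 uM arachidonic acid was added, 30 min. Hydroperoxide was read by Fe-XO absorbance ratio 573/405 nm.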
Vif-A3G inh – Vif-A3G binding inhibition. Q9HC16. HeLa A3G-eYFP + Vif (tagged APOBEC3G with the HIV-1 protein that degrades it), YFP fluorescence, overnight. Potency, µM (top dose mostly 46.1 µM), without a hit: at the top dose activity, negative = active, usual class: inhibitors. 0.076% of 410,000 active;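 note: potency is the fitted concentration of half-maximal effect; % is set by controls: 0 for no effect and ±100 for the full control effect; nearly all actives have a fitted effect of over 60% in size; hits raise eYFP signal because A3G escapes Vif-driven loss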
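Read-out is eYFP fluorescence (Ex 488/Em 500-530) from Vif-expressing HeLa A3G-eYFP cells; more signal means A3G escaped Vif-mediated degradation. Cells plated overnight, compound pinned in, incubated overnight at 37 deg C.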
D2 antag – D2 dopamine receptor (human) antagonism; P14416; inhibition, % at 10 µM; 2% of 340,000 active; HEK293 TREx D2 cells, calcium flux, dopamine EC80; AID 485344; in the data active = inhibition above about 30%; note: 0% is about no effect
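Antagonism is scored as inhibition of an EC80 dopamine-evoked calcium signal in a force-coupled, tetracycline-inducible HEK293 T-REx D2 line, with compound present 180 s before agonist.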
* hit, by the source's call; u = inconclusive; x = no result given; & = joins results of further samples; [ ] = dose if it differs, or a comment. Unless noted, calls come from the whole dose curve; as a rule, active = well fitted curve in the direction sought with a large enough effect; inconclusive = small, poorly fitted or top-dose-only effect, or another doubt; inactive = no such curve, though single readings can be large; an effect the other way counts as inactive or inconclusive. Some of the compounds tested. The share of hits here may be higher or lower than overall.

1. O=C(NC1CCCc2c1cnn2-c1ccc(F)cc1F)c1cnccn1 (configuration not stated)
2. CCOc1ccc(/C=N\NC(=O)CC(=O)NCCc2ccccc2)cc1
3. CN1C(=O)/C(=C/c2ccccc2F)Sc2ccc(C(=O)NCC3CCCO3)cc21 (configuration not stated)
4. Cc1ccc(C(OC(=O)c2ccco2)C(=O)NC2CCCCC2)cc1 (configuration not stated)
5. COc1ccc(C(=O)NCCc2c[nH]c3ccccc23)cc1[N+](=O)[O-]
6. CCCCCNc1nc(NCCCO)c(C#N)c2c1CN(C)CC2
7. O=C(Cc1ccc(Cl)cc1)Nc1ccc2nn(-c3ccc(Cl)cc3)nc2c1
8. COc1ccc(CN2CCC(=O)N([C@H](CO)c3ccccc3)CC2)cc1OC

compound no.	1	2	3	4	5	6	7	8
GRP78 ERSR act	-4%	-2%	-3%	-5%	-1%	2%	-3%	-3%&-3%
D2 ag	x	-0.5	0.2	-0.1	-0.2	-1.4	1.3	0.8
Vif-A3F inh	5%	1%	2%	0%	-4%	2%	2%	-2%
RGS4 inhibitor	-4%	11%	-28%	-2%[56.9 µM]	5%	3%	-35%	-5%
LDHA block	-4	0	u	-22	-6	22	-4	-4
ERG Ets-DNA blk	6%	2%	3%	-6%	0%	u	0%	-9%
ALOX12 inh	-10%	0%	6%	0%	57%[activator]	0%	-18%	6%
Vif-A3G inh	-3%	3%	5%	4%	1%	1%	0%	4%&-2%
D2 antag	x	24	-2	19	13	-2	x	-2

Part of the list above, with two lines to a compound:
Sequence of screens – GRP78 ERSR act	D2 ag	Vif-A3F inh	RGS4 inhibitor	LDHA block	ERG Ets-DNA blk	ALOX12 inh	Vif-A3G inh	D2 antag
#2 CCOc1ccc(/C=N\NC(=O)CC(=O)NCCc2ccccc2)cc1
  -2%	-0.5	1%	11%	0	2%	0%	3%	24
#3 CN1C(=O)/C(=C/c2ccccc2F)Sc2ccc(C(=O)NCC3CCCO3)cc21 (configuration not stated)
  -3%	0.2	2%	-28%	u	3%	6%	5%	-2

New compounds follow.
9. Cc1ccc(OCC(=O)Nc2cccnc2Cl)cc1C
10. O=c1[nH]c(C2CCN(S(=O)(=O)c3ccc(S(=O)(=O)NC4CC4)cc3)CC2)nc2c1nnn2Cc1cccc(F)c1
11. COc1ccc(CN(C)S(=O)(=O)c2nnc(NC(=O)c3cccc(OC)c3)s2)cc1
12. CCOc1ncccc1C(=O)N1CCCSC1=Nc1ccc(C(C)=O)cc1
13. O=C(CSc1nc(C2CC2)nc2ccccc12)Nc1cccc(O)c1
14. CCCC1O[C@@H]2C[C@H]3[C@@H]4CCC5=CC(=O)C=C[C@]5(C)[C@H]4[C@@H](O)C[C@]3(C)[C@]2(C(=O)CO)O1 (some centres not stated)
15. N#Cc1cccnc1N1CCN(C(=O)c2cccc3c2C(=O)c2ccc(-c4ccc(Cl)c(C(F)(F)F)c4)cc2S3(=O)=O)CC1
16. Cc1cccn2c(=O)c3cc(C(=O)NCCN4CCOCC4)n(C)c3nc12

compound no.	9	10	11	12	13	14	15	16
GRP78 ERSR act	5%	-2%	2%	-2%	4%	-4%&-1%	1%	0%
D2 ag	0.0	-1.4	-0.9	-1.8	0.8	-2.7	x	-1.1
Vif-A3F inh	-21%	2%	-10%	-3%	-2%	3%	3%	-14%
RGS4 inhibitor	5%	10%	-4%	-9%	-31%	-6%[56.9 µM]	-20%	-23%
LDHA block	-11	-1	-1	-10	-8	10	1	1
ERG Ets-DNA blk	-9%	-13%	9%	3%	3%	1%	-8%	-4%
ALOX12 inh	-22%	-9%	-2%	-4%	-22%	-4%	x	-10%
Vif-A3G inh	-6%	2%	1%	-6%	3%	-2%	0%	-5%
D2 antag	23	0	-3	-2	6	-26	x	4

17. COc1ccc(-n2nnnc2C2CCN(S(=O)(=O)c3cccc(Cl)c3C)CC2)cc1
18. CN(Cc1ccc(F)cc1)C(=O)c1cccc(OCc2ccccc2)c1
19. O=C(Nc1ccnn1C1CCN(Cc2ccccc2OC(F)F)CC1)c1cccc(F)c1
20. COc1ccc(CC(NC(C)=O)C(=O)NC2CCN(C(=O)c3ccc(OC)c(OC)c3)CC2)cc1OC (configuration not stated)
21. COc1ccc(-c2cn3nc4c(nc3n2)CCCC4)cc1
22. C#CCNC(=O)C1=C[C@@H](c2ccc(C(F)(F)F)cc2)[C@H](CCCO)[C@@H](OCC)O1
23. COc1ccc(-c2nnc(SCC3CCCO3)n2C)cc1 (configuration not stated)
24. COc1ccc2c(C)c(CCC(=O)NCCc3ccc(Cl)cc3)c(=O)oc2c1

compound no.	17	18	19	20	21	22	23	24
GRP78 ERSR act	0%	-3%	1%	-2%	-12%	-6%	0%	-3%
D2 ag	0.8	0.1	0.2	0.5	8.9	0.1	0.0	21
Vif-A3F inh	5%	10%	-5%	-2%	-19%	-1%	9%	1%
RGS4 inhibitor	-8%	-5%	-7%	-6%	-1%	-24%	-12%	13%
LDHA block	0	0	-1	-1	15	0	-2	-17
ERG Ets-DNA blk	4%	14%	29%	-3%	3%	-6%	8%	2%
ALOX12 inh	0%	-22%	-9%	-10%	u	6%	3%	-23%
Vif-A3G inh	6%	0%	-8%	0%	-19%	-2%	3%	3%
D2 antag	x	0	32*	6	-9	13	-11	x

25. O=C(CCN1CCOCC1)N1c2ccccc2Sc2ccc(Cl)cc21
26. O=C(NCCCN1CCOCC1)c1ccc(CS(=O)(=O)c2c(Cl)cccc2Cl)o1
27. Cc1ccc(NC(=O)c2ccco2)cc1C
28. COc1cccc(/C=N/c2sc(Cc3ccccc3)c(C)c2C(N)=O)c1O
29. COc1cc(NC(=O)c2cnc3c(-c4ccc(F)cc4)c(C)nn3c2C)cc(OC)c1
30. O=C(Oc1ccc(Br)cc1C(=S)N1CCOCC1)c1ccc([N+](=O)[O-])cc1[N+](=O)[O-]
31. COc1ccc(N2C(=O)[C@@H]3C(c4cccnc4)=NO[C@@H]3C2=O)cc1
32. CCOc1ccc(OCC)c(NS(=O)(=O)c2c(C(=O)N3CCCCCC3)c(C)n(C)c2C)c1

compound no.	25	26	27	28	29	30	31	32
GRP78 ERSR act	-7%	-1%	-7%	-1%	-4%	-10%	-2%	-2%
D2 ag	-1.0	0.3	-0.6	-1.2	x	1.1	0.1	x
Vif-A3F inh	0%	0%	4%	-3%	-2%	-1%	11%	0%
RGS4 inhibitor	-29%	3%	-12%[11.4 µM]	-15%	20%	u	-20%	16%
LDHA block	1	0	-4	8	-8	3	1	-3
ERG Ets-DNA blk	-2%	12%	-3%	-7%	1%	-4%	4%	1%
ALOX12 inh	-7%	2%[57.4 µM]	-12%	u	-61%	u	0%	-9%
Vif-A3G inh	-5%	3%	-2%	2%	4%	-1%	-1%	-1%
D2 antag	4	8	14	-6	x	-4	-10	x

A few values from the results shown.
#27 in LDHA block: -4
#30 in ERG Ets-DNA blk: -4%

(listing goes on)
33. Cc1nn(-c2ccccc2)c2sc(C(=O)Nc3ccc(Br)cc3)cc12
34. O=C(Nc1ccccc1C(=O)N1CCCCC1)c1ccc(Cl)cc1Cl
35. O=C(CN1CCCCC1)NC(=O)NCc1ccccc1
36. CC(C)(C)c1ccc(Oc2ccc(NC(=O)c3ccccc3C(=O)O)cn2)cc1
37. O=C(/C=C\c1cn(-c2ccccc2)nc1-c1cccs1)N1CCOCC1
38. C[C@H]1NC(=O)[C@]2(C)[C@@H](c3ccccc3)[C@H]3COc4ccccc4[C@H]3N2C1=O
39. OC(COc1cccc(OCC(O)CN2CCCC2)c1)CN1CCCC1 (configuration not stated)
40. Cc1ccc(Cn2c(CN3CCOCC3)nc3c2c(=O)[nH]c(=O)n3C)cc1
41. C/C(N)=C(/C#N)C(=O)COC(=O)CCCNC(=O)c1ccc(Cl)cc1
42. CCn1cnc2sc(-c3ccccc3)cc2c1=O
43. NS(=O)(=O)c1ccc(CCNC(=O)/C=C/c2ccc(S(=O)(=O)N3CCOCC3)cc2)cc1

compound no.	33	34	35	36	37	38	39	40	41	42	43
GRP78 ERSR act	-2%	-5%	-3%	-15%	8%	-1%	-5%	2%	0%	-4%	-3%
D2 ag	-0.7	-1.4	-1.1	0.7	0.7	x	0.8	0.3	-0.6	-0.1	x
Vif-A3F inh	-2%	-7%	10%	1%	-13%	-9%	1%	2%	u	-1%	2%
RGS4 inhibitor	6%	0%	u	-27%	-5%	-25%	-6%	-17%	-9%	-5%	-17%
LDHA block	-5	-1	-1	4	-6	0	-6	-4&-13	-11	0	1
ERG Ets-DNA blk	-11%	5%	2%	26%	-1%	20%	x	2%	-2%	-2%	6%
ALOX12 inh	-11%	u	u	u	-11%	-2%	2%	-5%&10%	-6%	17%	4%
Vif-A3G inh	-4%	-2%	0%	u	2%	3%	0%	2%	4%	-12%	-8%
D2 antag	x	1	1	6	-19	x	-11	8	-2	-11	x

D2 antag, hit marks shown above.
no. | molecule | GRP78 ERSR act | Vif-A3F inh | RGS4 inhibitor | LDHA block | ERG Ets-DNA blk | ALOX12 inh | Vif-A3G inh | D2 antag
19 | O=C(Nc1ccnn1C1CCN(Cc2ccccc2OC(F)F)CC1)c1cccc(F)c1 | 1% | -5% | -7% | -1 | 29% | -9% | -8% | 32*
